XiGFP reactiv: X-chromosome reactivation activator. XiGFP mouse fibroblasts, % GFP-positive cells imaging, 3 d; cells co-treated with 5-aza-dC sensitizer; scaled so ellipticine positive control = 100%. activation, % at 7.58 µM. 360,000 compounds, 0.055% hits. AID 743238;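 active = mean normalized replicate activation at least 10% and every replicate at or above 10%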;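 note: 0% = median of on-plate neutral control wells and 100% = ellipticine 6 µM median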
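System: 68-5-11 XiGFP fibroblast line | Buffer or medium: DMEM containing 5-aza-dC | Compound: Single point | Times: Compounds 3 days, fix/stain 15 min at room temperature | Benchmarks: Positive control ellipticine, 6 µM final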
SIRT5 inh: sirtuin-5 (human) deacylase inhibition | inhibition, % at 15 µM | AID 652115 | Purified SirT5, succinyl-peptide AMC, trypsin-coupled fluorescence | 330,000 compounds, 1.1% hits | Q9NXA8; in the data active = inhibition above about 15%
Target sequence (Q9NXA8 whole entry, looked up): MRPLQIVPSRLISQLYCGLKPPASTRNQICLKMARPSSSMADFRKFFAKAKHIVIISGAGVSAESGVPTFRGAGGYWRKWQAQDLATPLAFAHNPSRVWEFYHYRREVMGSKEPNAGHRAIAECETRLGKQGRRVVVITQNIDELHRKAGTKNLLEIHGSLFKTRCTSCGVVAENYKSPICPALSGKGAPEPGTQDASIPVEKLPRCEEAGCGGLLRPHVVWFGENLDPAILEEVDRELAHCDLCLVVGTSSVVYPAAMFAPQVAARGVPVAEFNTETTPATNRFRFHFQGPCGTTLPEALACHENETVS
Cneo AK release: causes C. neoformans cell lysis | adenylate kinase release luminescence, 4 h; normalised: neutral wells 0, clomiphene wells 100 | lysis activity, % at 15 µM | 360,000 compounds, 0.2% hits | AID 651654;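 active = mean lysis activity across replicates of at least 80%, whatever share of replicates individually reach that level; inactive = mean lysis activity below 80%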
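Assay system: Cryptococcus neoformans yeast cells / Dosing: single-point compound dose / Timing: 4 h at 37 °C static, read 1 h later / Measured by: luminescence of released adenylate kinase using an AK detection reagent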
S100A4 inh HTS: blocks human S100A4 binding to myosin IIA peptide | AID 652163 | 360,000 compounds, 0.14% hits | S100A4/TAMRA-MyoIIA peptide fluorescence polarization | P26447 | inhibition, % at 10.7 µM;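 active = mean inhibition of at least 70% across replicates, with every replicate also reaching that level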
Target sequence (P26447 whole entry, looked up): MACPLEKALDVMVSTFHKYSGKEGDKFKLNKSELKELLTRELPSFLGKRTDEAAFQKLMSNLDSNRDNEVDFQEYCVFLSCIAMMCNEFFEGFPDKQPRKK
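Material: S100A4 monomer protein | Medium: HEPES pH 7.2 with CaCl2, KCl, NaCl, DTT, Triton | Reagent: Labelled myosin peptide probe, 5 nM | Doses: One dose per compound | Times: 5 min incubation before reading | Benchmarks: Neutral control DMSO, positive control TFP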
ERAP1 inh: ERAP1 (human) enzyme inhibition. Q9NZ08. recombinant ERAP1, Leu-AMC fluorescence, 60 min. inhibition, % at 10.7 µM. 340,000 compounds, 0.15% hits. AID 652197;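 active = mean replicate inhibition of at least 30%, or all replicates individually reaching that 30% level; inactive = mean below 30% and not every replicate reaching it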;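 note: 0% = neutral control wells and 100% = L-leucinethiol positive control wells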
C2C12 statin: suppressors of simvastatin-induced myotoxicity in C2C12 myotubes | 330,000 compounds, 0.78% hits | ATP luminescence, 48 h; scaled: DMSO 0, geranylgeraniol control 100 | rescue of ATP level, % at 7.49 µM;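 active = mean ATP rescue above about 67%, or every replicate alone reaching that limit, limit read from the data, passing the limit was not always enough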;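 note: myotubes were challenged with 10 µM simvastatin during compound exposure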
PGC1a acetyl inh: lowers PGC1a acetylation signal in U2OS cells. 350,000 compounds, 0.17% hits. AID 651687. inhibition, % at 15.6 µM. AlphaScreen anti-acetyl-lysine; with virally co-expressed GCN5 acetyltransferase;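 active = every replicate shows inhibition of at least 40%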;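 note: 0% = neutral control wells and 100% = positive control wells; some results beyond the cut were filed as inactive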
LGR2 inh: inhibitors of bursicon-induced Drosophila LGR2 receptor cAMP signaling. HEK293 LGR2, CRE-luciferase, bursicon-stimulated, 4 h. inhibition, % at 9.99 µM. 380,000 compounds, 0.35% hits. AID 720647;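 active = drop in luminescence signal, shown as inhibition above about 50% in the replicate tests, limit read from the data, passing the limit was not always enough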;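 note: agonist challenge used bursicon conditioned medium at about half maximal strength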
* hit, by the source's call; / = not tested or not shown.

The first 4 records, ahead of the listing:
Molecule | XiGFP reactiv | SIRT5 inh | Cneo AK release | S100A4 inh HTS | ERAP1 inh | C2C12 statin | PGC1a acetyl inh | LGR2 inh
O=C(Nc1ccc(F)c(Cl)c1)C1CCCN(c2cnccn2)C1 (configuration not stated) | 0.0 | -2 | -4 | -5 | 3 | 110* | 10 | 27
Cc1cc(CN2CCCC(CNC(=O)c3ccc(F)cc3)C2)cc(C)c1O (configuration not stated) | 0.0 | -5 | / | 3 | 2 | / | -3 | -2
CC1Sc2ccc(S(=O)(=O)CCC(=O)N3CCCCC3)cc2NC1=O (configuration not stated) | 0.0 | 2 | 7 | -1 | -5 | -18 | -37 | 12
CCOC(=O)C1(C)CCN1C(=O)c1ccccc1 (configuration not stated) | 0.0 | -3 | 1 | 0 | -3 | 10 | -1 | 6

This part in full (from the top)
Molecule | XiGFP reactiv | SIRT5 inh | Cneo AK release | S100A4 inh HTS | ERAP1 inh | C2C12 statin | PGC1a acetyl inh | LGR2 inh
O=C(Nc1ccc(F)c(Cl)c1)C1CCCN(c2cnccn2)C1 (configuration not stated) | 0.0 | -2 | -4 | -5 | 3 | 110* | 10 | 27
Cc1cc(CN2CCCC(CNC(=O)c3ccc(F)cc3)C2)cc(C)c1O (configuration not stated) | 0.0 | -5 | / | 3 | 2 | / | -3 | -2
CC1Sc2ccc(S(=O)(=O)CCC(=O)N3CCCCC3)cc2NC1=O (configuration not stated) | 0.0 | 2 | 7 | -1 | -5 | -18 | -37 | 12
CCOC(=O)C1(C)CCN1C(=O)c1ccccc1 (configuration not stated) | 0.0 | -3 | 1 | 0 | -3 | 10 | -1 | 6
CCN(CC)CCC(c1ccc2c(c1)OCO2)c1c(OC)cc(OC)c2ccc(=O)oc12 (configuration not stated) | 0.1 | -7 | -1 | -2 | -2 | -9 | 6 | /
CC(=O)Nc1ccc(S(=O)(=O)N2CCC(C(=O)NCCC(=O)Nc3nccs3)CC2)cc1 | 0.2 | -2 | / | -1 | 0 | -6 | 0 | 11
O=C(NCc1ccc2c(c1)OCO2)c1ccc(S(=O)(=O)N2CCOCC2)cc1 | 0.0 | 6 | / | -2 | 3 | / | 3 | -41
Cc1ccc(-c2ccc([C@@H]3[C@@H](CO)N4CCCCN(Cc5cncnc5)C[C@@H]34)cc2)cc1 | 0.2 | -1 | 0 | -2 | -1 | / | -4 | 14
COc1ccc(-n2c(=O)[nH]c3c(C(N)=O)nc(C4CCCCC4)nc32)cc1 | 0.0 | -2 | / | 3 | -2 | / | / | 2
CC(C)NC(=O)N(C)C[C@@H]1Oc2ccc(NC(=O)C3CC3)cc2CC(=O)N([C@@H](C)CO)C[C@@H]1C | -0.1 | 0 | -1 | 7 | 0 | 31 | -2 | 21
CC(NC(=O)C1CCN(S(=O)(=O)N2CCC3(CC2)OCCO3)CC1)c1ccccc1 (configuration not stated) | 0.3 | -1 | / | 5 | / | / | / | 15
Cc1ccc(C(=O)NNC(=O)c2ccc(C)cc2)cc1 | 0.0 | 2 | / | -2 | -3 | / | 9 | 4
O=C(COC(=O)C1CCN(S(=O)(=O)c2cccs2)CC1)Nc1ccccc1Br | 0.0 | -5 | 4 | 1 | -1 | 8 | 5 | 6
COc1ccc(CC(=O)O/N=C(\N)Cc2cccc3ccccc23)cc1 | 0.2 | -3 | / | 4 | 4 | / | / | 10
O=C(NN=C1CCCC1)c1cccc(O)c1 | -0.1 | -1 | 1 | 3 | -1 | 7 | -2 | 4
COCC#Cc1cnc2c(c1)C(=O)N([C@@H](C)CO)C[C@@H](C)[C@@H](CN(C)Cc1ccc(-c3ccccc3)cc1)O2 | -0.4 | / | / | / | / | -2 | -6 | 25
S=C(NC1CCCCC1)N1CCc2[nH]c3ccccc3c2C1 | 0.4 | -4 | / | -7 | -1 | / | -7 | /
Cc1nn(-c2ccccc2)c(Cl)c1/C=N/NC(=O)CNc1n[nH]c(=O)[nH]c1=O | 0.1 | -2 | / | -3 | -3 | / | / | 6
COc1cc(OC)cc(-c2cc3nc(C)c(CCC(=O)O)c(C)n3n2)c1 | 0.3 | -7 | -2 | 6 | 0 | 4 | 2 | 4
CNC(=O)CN(Cc1ccccc1)S(=O)(=O)c1ccc(Cl)cc1 | 0.1 | / | 1 | 1 | 1 | -4 | -1 | /
C#Cc1ccc([C@@H]2C=C(C(=O)NC3CC3)O[C@H](OCc3ccc(CO)cc3)C2)cc1 | 0.0 | / | -1 | / | / | 7 | 5 | -13
COc1ccc(-n2nc(C(=O)NCC(=O)NCCc3ccc(OC)c(OC)c3)c3ccccc3c2=O)cc1 | 0.3 | -3 | 8 | -5 | 5 | 9 | / | -34
CC(=O)C1=C(C)N(CC(C)C)C(=S)NC1c1ccc(Br)cc1 (configuration not stated) | 0.1 | 0 | / | 5 | 1 | / | / | 3
COc1cc(/C=C/C(=O)O)cc(S(=O)(=O)Nc2ccccc2C(=O)NCCc2ccccc2)c1OC | 0.6 | -3 | 2 | -1 | 1 | 6 | 1 | 1
Cn1c([N+](=O)[O-])cnc1N1CCN(c2nncs2)C1=O | 0.2 | 5 | 1 | -1 | 0 | 14 | -5 | -18
Cc1noc(C)c1NC(=O)Nc1ccc2c(c1)C(=O)N(C)[C@H]1CC[C@@H](CC(=O)N[C@@H]3CCN(Cc4ccccc4)C3)O[C@H]1CO2 | 0.0 | 3 | 1 | 3 | 3 | -11 | 0 | 9
COc1ccc(-n2c(=O)c(CCC(=O)N3CCC(C)CC3)nc3ccccc32)cc1 | 0.0 | 0 | 1 | -21 | 3 | 6 | 8 | 8
CC(C)C#Cc1ccc2c(c1)O[C@H](CN(C)C(=O)c1ccccc1)[C@H](C)CN([C@H](C)CO)S2(=O)=O | 0.0 | 6 | 1 | -32 | 0 | -37 | -8 | 11
O=C(NNc1ncnc2c1cnn2-c1ccccc1)c1cccs1 | 0.2 | / | / | -1 | 2 | / | / | -5
COc1ccc(NC(=O)C(CC(=O)O)Cc2ccc(Cl)cc2)cc1 (configuration not stated) | 0.0 | -3 | 1 | 1 | -1 | 9 | / | 15

Reformatted: results already given
Sequence of screens: XiGFP reactiv	SIRT5 inh	Cneo AK release	S100A4 inh HTS	ERAP1 inh	C2C12 statin	PGC1a acetyl inh	LGR2 inh
> CCN(CC)CCC(c1ccc2c(c1)OCO2)c1c(OC)cc(OC)c2ccc(=O)oc12 (configuration not stated)
  0.1	-7	-1	-2	-2	-9	6	/
> O=C(NNc1ncnc2c1cnn2-c1ccccc1)c1cccs1
  0.2	/	/	-1	2	/	/	-5

(listing goes on)
Molecule | XiGFP reactiv | SIRT5 inh | Cneo AK release | S100A4 inh HTS | ERAP1 inh | C2C12 statin | PGC1a acetyl inh | LGR2 inh
CN1C(=O)c2cc(NC(=O)c3cccs3)ccc2OC[C@H]2O[C@H](CC(=O)O)CC[C@H]21 | 0.2 | 3 | 2 | 9 | / | -1 | 8 | -5
Cc1nc2cc(C(=O)N3CCN(C)CC3)ccc2n1C | 0.0 | -3 | -4 | -5 | 20 | 2 | 5 | 11
CCN(CC)CCN(C(=O)C1=COCCO1)c1nc2ccc(C)cc2s1 | 0.2 | -1 | 0 | 6 | -3 | -6 | -5 | 0
CC(=O)Cn1nnc2sc3c(c2c1=O)CCC(C(C)(C)C)C3 (configuration not stated) | 0.0 | -1 | / | 2 | 0 | / | / | -90
CC(NC(=O)c1cc2ccccc2oc1=O)c1ccccc1 (configuration not stated) | 0.3 | -2 | 1 | 1 | / | 0 | -1 | -16
CO[C@@H]1CN(C)C(=O)c2cc(NC(=O)c3cc(C)on3)ccc2OC[C@@H](C)N(S(=O)(=O)c2cccc(C)c2)C[C@H]1C | -0.1 | 7 | -3 | -3 | -3 | -7 | -7 | -15
O=C(O)c1ccccc1C(=O)Nc1ccc(S(=O)(=O)N2CCCC2)cc1 | 0.0 | -4 | -2 | -3 | -2 | -10 | 0 | 30
CCCC(=O)Nc1ccc2c(c1)C(=O)N(C)[C@H]1CC[C@H](CC(=O)NCC3CC3)O[C@@H]1CO2 | 0.4 | -2 | -5 | -1 | 1 | 16 | -7 | -4
CN(C)C(=O)c1cccc(-c2ccc3c(c2)[C@H]2[C@H](CCN2C(=O)Cc2ccccc2)[C@H](CO)N3)c1 | 0.0 | 0 | 3 | 30 | 0 | 17 | -3 | -22
CCCSCCCNC(=O)CC1Oc2ccccc2NC1=O (configuration not stated) | -0.1 | / | 0 | 8 | / | 5 | 0 | -6
COc1ccc(-c2sc3cc(OC)c(OC)cc3c2C#CC2(O)CCCCC2)cc1 | 0.1 | 6 | -1 | -11 | -5 | 1 | -6 | 3
COc1ccccc1CN(C)C(=O)c1ccc(S(=O)(=O)NCc2ccco2)cc1 | -0.1 | 6 | 3 | 0 | 1 | 3 | -3 | 0
COc1ccc(CN(C)C[C@H]2OCCCC[C@@H](C)Oc3ccc(NC(=O)CCC(F)(F)F)cc3C(=O)N([C@H](C)CO)C[C@H]2C)cc1 | -0.1 | 2 | -2 | 5 | 0 | / | -13 | 12
CCn1cc(CN2CCC(n3nccc3NC(=O)CCCc3ccccc3)CC2)c(C)n1 | 0.0 | 0 | 0 | -2 | -3 | 1 | 9 | -11
O=C1C(=C(I)I)c2ccccc2-c2ccccc21 | 2.6 | -3 | / | 9 | 36* | / | / | 103*
COC(=O)c1ccc(C(=O)OC)c(NC(=O)/C=C/C(=O)O)c1 | -0.2 | 1 | -2 | -5 | -2 | 4 | -5 | 4
CCc1noc(C)c1C(=O)N1CCCC(C(=O)c2cc(F)ccc2F)C1 (configuration not stated) | -0.1 | -11 | / | 0 | -1 | / | / | 6
C[C@H](CO)N1C[C@H](C)[C@@H](CN(C)S(=O)(=O)c2cn(C)cn2)Oc2ccc(NC(=O)CCCCCC(=O)Nc3ccccc3N)cc2C1=O | 0.0 | / | -5 | -1 | 0 | 35 | -2 | -11
O=C(N[C@@H]1C=C[C@@H](CC(=O)N2CCCCC2)O[C@@H]1CO)c1ccccn1 | -0.2 | 0 | -2 | 2 | -1 | -1 | 11 | 5
O=C(NCc1ccco1)c1cc(-c2ccccc2)on1 | / | / | -1 | / | / | -21 | -10 | -68
Cc1nnc(SCC(=O)Nc2c(C)n(C)n(-c3ccccc3)c2=O)n1Cc1ccccc1 | 0.1 | -3 | / | -3 | 5 | / | 6 | -6
O=C(Nc1cc(F)ccc1F)C1CCCO1 (configuration not stated) | / | -4 | / | -4 | 4 | / | 9 | 1
COc1cccc(NS(=O)(=O)c2ccc3c(c2)CCN3C(C)=O)c1 | -0.1 | -8 | -1 | -13 | 1 | -2 | / | 15

In another format: entries from further up
COc1ccc(CN(C)C[C@H]2OCCCC[C@@H](C)Oc3ccc(NC(=O)CCC(F)(F)F)cc3C(=O)N([C@H](C)CO)C[C@H]2C)cc1
  XiGFP reactiv = -0.1
  SIRT5 inh = 2
  Cneo AK release = -2
  S100A4 inh HTS = 5
  ERAP1 inh = 0
  C2C12 statin = /
  PGC1a acetyl inh = -13
  LGR2 inh = 12

Cc1nc2cc(C(=O)N3CCN(C)CC3)ccc2n1C
  XiGFP reactiv = 0.0
  SIRT5 inh = -3
  Cneo AK release = -4
  S100A4 inh HTS = -5
  ERAP1 inh = 20
  C2C12 statin = 2
  PGC1a acetyl inh = 5
  LGR2 inh = 11

Not all compounds are listed (hit frequency here may not be typical).
